# Insulin prom up: MIN6 insulin promoter up-regulation | MIN6 insulin promoter-GFP reporter, high-content imaging; active compounds read high | z-score at 5 µM | actives 0.3% (n = 190,000);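 active means z-score above 3 at 5 µM with at least 500 cells counted in the well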
# PMI inhibitors: inhibitors of human PMI, primary screen, biochemical, fluorescence intensity, coupled assay (AID 1209) | purified PMI enzyme, coupled fluorescence intensity; higher % means a stronger effect | inhibition, % at 20 µM; hits with a dose series show IC50 in µM | actives 0.42% (n = 190,000); in the data active means inhibition above about 50%;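 further: plate controls were DMSO vehicle for no effect and wells lacking substrate for full effect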
# TNAP activation fold: stimulation of alkaline phosphatase TNAP activity – biochemical, luminescent, no phosphate acceptor, uHTS, primary screen (AID 1001); one-dose activation fold at 20 µM; EC50 in µM for titrated hits; actives 0.03% (n = 200,000); purified TNAP, luminescent activation assay, no phosphate acceptor; higher activation fold means a stronger effect; in the data active means activation fold from about 3, or a potency from the dose series; inactive means the rest, 99 in 100 with activation fold below about 1.6; further: many of its hits are not listed in these tables
# bCat nuc transl: alters nuclear translocation of beta-catenin in HeLa cells | immunofluorescence imaging | nuclear translocation activity, % at 5 µM | actives 0.3% (n = 190,000) | AID 1665;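 active means nuclear translocation activity above 50% at 5 µM, with a well cell count of 50 or more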;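 further: per-cell ratio of nuclear to cytoplasmic median beta-catenin stain intensity; plate controls were DMSO negative control for no effect and GSK-3 inhibitor IX positive control for full effect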
#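 Technique: fluorescence imaging of beta-catenin antibody stain plus DAPI / Material: human HeLa cell line / Incubation: compound treatment 24 h, 37°C, 5% CO2 / Read-out basis: % activation of per-cell nuclear versus cytoplasmic median beta-catenin signal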
# Myeloid diff MLP: compounds promoting myeloid differentiation; ER-HoxA9 myeloid progenitors, lysozyme-GFP differentiation, flow cytometry; calls only at 10 µM; actives 1% (n = 360,000); AID 624256;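 active means normalized GFP-positive differentiation at or above the plate's own cutoff, the solvent-only control mean plus 3 SD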;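 further: cells exposed to compound for four days before flow analysis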
# Lipid droplet: modulators of hepatic lipid droplet formation; AID 1656; actives 0.4% (n = 240,000); AML12 mouse hepatocytes, oleate lipid droplets, BODIPY imaging; inhibition, % at 6.5 µM;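 active means lipid droplet intensity inhibited by at least 50%, with more than 500 cells counted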
#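 Assay system: AML12 mouse liver cells | Compound: 6.5 µM single-point dosing | Schedule: Overnight exposure | Technique: Fluorescence imaging, 20x objective, two fields per well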
# T cell HTS: T cell immune modulators affecting CD8 T cell-vesicle binding | calls only at 7 µM | AID 2052 | actives 0.068% (n = 330,000) | 2C CD8+ T cell-vesicle binding, flow cytometry; active compounds read low;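 active means response, share of CD8 T cells binding vesicles, and their 90th percentile fluorescence all below set limits, cut at about 80% in these data, passing the limit was not always enough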
#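 Incubation: binding step 1.5 h, 37 °C, antibody labelling 20 min, ice; system: murine 2C transgenic CD8+ T lymphocytes; technique: cytometric PE anti-B7-1 and Alexa647 anti-CD8 signals after 1% paraformaldehyde fixation; also added: QL9-charged Drosophila Ld/ICAM-1/B7-1 vesicles; control set: naked versus QL9-loaded vesicles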
# MT stabilize HCS: stabilizes microtubules in HeLa cells; % tubulin-high responders, % at 10 µM; actives 0.83% (n = 200,000); HeLa tubulin immunostaining HCS, 24 h; share of cells brighter than vehicle mean+2SD;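 active means plate Z-score above 3 for both tubulin-high and condensed-nucleus cell shares, with cell loss under 80%, at 10 µM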;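 further: anti alpha tubulin signal scored within the nucleus-defined area of each cell; some results filed as inactive read as strong as hits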
# Dynein transport: blocks dynein driven cargo transport along microtubules | actives 0.47% (n = 220,000) | 3617.4 mouse cells, GR-EGFP nuclear translocation imaging; test concentration mostly 20 µM; stimulated with dexamethasone, 1 µM; active compounds read low | z-score, hits read low;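 active means plate z-score of nuclear minus cytoplasmic receptor signal below a set negative limit, without overly bright fluorescence or cell loss, cut at about -3.5 in these data, passing the limit was not always enough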;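 further: z-score of nuclear minus cytoplasmic ring GR-EGFP intensity difference per well; some compounds called inactive have numbers as strong as hits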
#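 Buffer or medium: tetracycline-free induction medium containing charcoal-stripped FBS / Reagent: dexamethasone agonist, 1.0 µM final, for 30 min / Technique: automated 10x imaging of fixed Hoechst-stained cells / Times: induction 48 h, compound 1 h, agonist 30 min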
# Dynein transport cytoplasmic EGFP: further read-out of Dynein transport, marked with its call; z-score; measured here: cytoplasmic GR-EGFP intensity; active compounds read high
# Dynein transport nuclear GR-EGFP: further read-out of Dynein transport, marked with its call; z-score; measured here: nuclear GR-EGFP intensity;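 lower value marks the stronger effect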
# Dynein transport cell count: recorded beside Dynein transport, whose call it bears; z-score; measured here: cell count per field
# Insulin prom up cell count: also measured in Insulin prom up; calls as there; cell count; measured here: cytotoxicity, nuclei count;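 total cells summed across four imaged fields per well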
# Lipid droplet cells 6.5 µM: further read-out of Lipid droplet, marked with its call; cell count; measured here: cell count, cytotoxicity flag;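 cells counted across two imaged fields per well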
# bCat nuc transl cell count 5 µM: further read-out of bCat nuc transl, marked with its call; cell count; measured here: cell count, cytotoxicity flag
# T cell HTS vesicle-bound %: second read-out of T cell HTS, no call of its own (marks repeat the call); double positive events, %; measured here: CD8+ vesicle-bound cell fraction;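 binding gate set so that unloaded-vesicle control wells show 10% double positive cells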
# MT stabilize HCS Hoechst-high %: recorded beside MT stabilize HCS, whose call it bears; % Hoechst-high responders; measured here: nuclear condensation Hoechst responders;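 share of cells brighter than vehicle mean plus two SD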
# MT stabilize HCS cytotoxicity %: recorded beside MT stabilize HCS, whose call it bears; toxicity, %; measured here: cytotoxicity by cell density;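 0% = mean cell density of plate MIN control wells and 100% = no cells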
# Myeloid diff MLP GFP+ MAC1+ %: also measured in Myeloid diff MLP; calls as there; GFP+ MAC1+ double positive, %; measured here: differentiation confirmed by MAC1 staining
# Numbers without * were called inactive; i = inactive; · = not tested or not shown.
SMILES,Insulin prom up,Insulin prom up cell count,PMI inhibitors,TNAP activation fold,bCat nuc transl,bCat nuc transl cell count 5 µM,Myeloid diff MLP,Myeloid diff MLP GFP+ MAC1+ %,Lipid droplet,Lipid droplet cells 6.5 µM,T cell HTS,T cell HTS vesicle-bound %,MT stabilize HCS,MT stabilize HCS Hoechst-high %,MT stabilize HCS cytotoxicity %,Dynein transport,Dynein transport cytoplasmic EGFP,Dynein transport nuclear GR-EGFP,Dynein transport cell count
C/C(=N\NC(=O)c1cccnc1)c1ccc(OC2OCCOC2Oc2ccc(/C(C)=N/NC(=O)c3cccnc3)cc2)cc1 (stereo not drawn),0.34,1044,5%,1.6,1.3,1109,i,0.0,6,647,i,35,5.7,1.4,5.7,-0.87,-0.18,-0.48,1.1
ONC(=Nc1ccccc1)C(=Nc1ccccc1)NO,-0.41,828,-4%,0.9,-6.6,961,·,·,·,·,i,8,2.6,1.8,4.0,0.62,-0.46,0.16,-0.013
N#Cc1ccccc1NC(=O)c1cc(=O)c2ccccc2o1,0.84,1238,-8%,1.1,2.5,1091,i,0.1,0,671,i,57,2.6,2.1,6.5,0.085,-0.35,-0.089,-0.26
O=C(OCCC1Oc2cccnc2NC1=O)c1ccc(F)cc1 (stereo not drawn),-0.26,1059,3%,1.1,-2.0,1049,i,0.4,0,678,i,60,4.5,2.8,4.2,-0.0084,-0.29,0.7,-0.2
COC(=O)c1sccc1NC(=S)N1CCN(c2cccc(C)c2C)CC1,-0.28,1179,0%,1.1,-0.9,595,i,0.7,7,766,i,45,15*,27*,35*,-1.2,-0.28,-0.87,1.4
CC1CN(c2nc3ccccc3nc2C(C#N)C(=O)OC2CCCCC2)CC(C)O1 (stereo not drawn),-0.24,1249,4%,1,·,·,i,0.7,2,720,i,42,2.0,1.8,8.6,-0.8,1.1,0.074,0.0061
COc1ccc(NC(=O)CN2CCN(S(=O)(=O)c3ccc(Cl)cc3)CC2)cc1Cl,-0.32,1376,0%,0.9,-0.7,1420,i,0.5,·,·,i,44,2.7,2.5,5.3,0.098,-0.12,0.17,0.34
O=S(=O)(Nc1ccc(F)cc1)c1ccc(NC(=S)Nc2ccccc2)cc1,-1.3,1305,-5%,1.1,-1.9,1339,i,1.0,·,·,i,50,2.4,1.6,3.0,-0.54,-0.21,0.4,0.46
Cn1cc(C(=O)c2ccc(Cl)cc2Cl)cc1C(=O)N/N=C(\N)COc1ccc(Cl)cc1Cl,0.26,765,2%,1.1,9.0,1077,i,1.1,5,746,i,51,0.3,0.1,8.0,-0.8,0.086,-0.17,0.5
CC1=C(C)CC(C(=O)Nc2cccc(Cl)c2)C(C(=O)O)C1 (stereo not drawn),·,·,1%,1.1,·,·,i,0.8,8,700,i,29,2.0,2.3,28,-0.86,-0.25,-0.065,0.66
Cc1ccc2c(c1)c(N=NC(N)=S)c(O)n2Cc1ccccc1,0.02,1306,5%,1.1,-1.5,1003,i,0.3,7,657,i,20,4.3,3.8,5.1,0.43,-0.26,-0.2,-0.35
Cc1cc(Cl)ccc1OCCCC(=O)OCC(N)=O,-0.11,1599,1%,1.1,-2.9,1073,i,0.1,-2,671,i,29,1.0,1.2,4.3,0.21,-0.33,0.38,-0.57
COc1ccc(C(C(=O)NCc2ccccc2)N(Cc2ccco2)C(=O)c2cnccn2)cc1 (stereo not drawn),-0.82,1615,1%,1.1,-7.7,973,i,0.3,-22,693,i,36,1.4,2.6,7.4,-0.58,-0.17,-0.18,0.71
CCc1nc(SCc2ccc(F)cc2)n[nH]1,·,·,-14%,0.9,0.1,1512,i,0.4,-6,632,i,49,6.7,2.2,8.5,2.1,-0.097,1,-1.6
O=C(NCCCN1CCCC1=O)c1nnc(Cc2c(F)cccc2Cl)o1,2,636,15%,1.1,-0.1,1077,i,0.0,-1,738,i,42,4.2,1.5,7.0,0.6,-0.24,0.57,-0.49
O=C(N/N=C/c1ccc(N2CCOCC2)cc1)c1ccccn1,-0.25,1049,·,·,-1.7,1374,i,0.7,3,666,i,48,·,·,·,-0.65,-0.76,-0.65,0.67
CC1CCc2c(sc(NC(=O)CSc3ncn[nH]3)c2C#N)C1 (stereo not drawn),-0.24,986,·,·,-0.5,1205,i,0.3,5,685,i,22,·,·,·,-0.76,-0.22,-0.082,1.1
C=C(C)CNC(=S)N1CCNC(=O)C1CC(=O)OC (stereo not drawn),0.25,1236,-6%,1.1,-1.7,1021,i,0.0,-1,562,i,26,1.9,2.9,8.2,2.1,-0.25,0.71,-1.1
COc1ccc(NC(=O)COC(=O)c2ccc(OCc3c(C)noc3C)cc2)cc1OC,·,·,7%,1.1,·,·,i,0.7,·,·,i,58,3.4,2.2,0.9,0.77,-0.13,0.19,-0.79
O=C(/C=C/Nc1cccc(C(F)(F)F)c1)C(F)(F)F,-0.58,1278,-5%,1.1,1.0,1359,i,0.8,·,·,i,54,1.7,1.5,6.6,0.17,-0.22,-0.12,0.51

# A draw from above in order of SMILES length, descending:
SMILES,Insulin prom up,Insulin prom up cell count,PMI inhibitors,TNAP activation fold,bCat nuc transl,bCat nuc transl cell count 5 µM,Myeloid diff MLP,Myeloid diff MLP GFP+ MAC1+ %,Lipid droplet,Lipid droplet cells 6.5 µM,T cell HTS,T cell HTS vesicle-bound %,MT stabilize HCS,MT stabilize HCS Hoechst-high %,MT stabilize HCS cytotoxicity %,Dynein transport,Dynein transport cytoplasmic EGFP,Dynein transport nuclear GR-EGFP,Dynein transport cell count
CC1CCc2c(sc(NC(=O)CSc3ncn[nH]3)c2C#N)C1 (stereo not drawn),-0.24,986,·,·,-0.5,1205,i,0.3,5,685,i,22,·,·,·,-0.76,-0.22,-0.082,1.1
O=C(/C=C/Nc1cccc(C(F)(F)F)c1)C(F)(F)F,-0.58,1278,-5%,1.1,1.0,1359,i,0.8,·,·,i,54,1.7,1.5,6.6,0.17,-0.22,-0.12,0.51
ONC(=Nc1ccccc1)C(=Nc1ccccc1)NO,-0.41,828,-4%,0.9,-6.6,961,·,·,·,·,i,8,2.6,1.8,4.0,0.62,-0.46,0.16,-0.013

# (more compounds)
SMILES,Insulin prom up,Insulin prom up cell count,PMI inhibitors,TNAP activation fold,bCat nuc transl,bCat nuc transl cell count 5 µM,Myeloid diff MLP,Myeloid diff MLP GFP+ MAC1+ %,Lipid droplet,Lipid droplet cells 6.5 µM,T cell HTS,T cell HTS vesicle-bound %,MT stabilize HCS,MT stabilize HCS Hoechst-high %,MT stabilize HCS cytotoxicity %,Dynein transport,Dynein transport cytoplasmic EGFP,Dynein transport nuclear GR-EGFP,Dynein transport cell count
C(=C\c1ccccn1)/c1cccnc1,-0.08,1093,·,·,-1.2,1363,i,0.6,7,779,·,·,·,·,·,-0.32,-0.2,0.46,0.31
CCOC(=O)c1cn(CC(=O)Nc2ccc(OC)cc2OC)nn1,·,·,-1%,1.1,-1.7,1135,i,0.2,0,690,i,54,3.2,2.8,3.7,0.17,-0.33,0.18,0.17
Oc1ccccc1N1CCN(c2ncccn2)CC1,-0.68,1110,9%,1.1,-0.3,1063,i,0.4,-1,809,i,36,1.3,1.4,0.9,-0.32,-0.13,0.21,-0.13
COc1cc2c(C(=O)N3CCN(c4ccccc4)CC3)c(C)oc2cc1Br,-0.09,1442,12%,0.9,-1.7,916,i,1.2,·,·,i,58,26*,16*,19*,-0.99,-0.29,-1.1,0.41
CCOC(=O)c1cc(-c2ccccc2)n(CC(=O)Nc2ccc(OC)c(OC)c2)c1C,-0.02,1351,-6%,1.3,-4.5,540,i,0.5,22,607,i,36,2.6,2.0,7.9,-0.49,-0.28,-0.39,1.7
O=C(c1cc(-c2ccccc2)on1)N1CCCc2ccccc21,0.44,1421,4%,1.1,-0.6,1025,i,0.2,0,658,i,42,1.8,0.6,5.5,-0.046,-0.32,0.21,0.12
c1ccc2c(c1)CC/C2=N/Nc1nc2ccccc2[nH]1,-0.38,1281,11%,2.5,0.1,1038,i,0.3,16,681,i,6,5.5,1.6,9.3,-0.59,1,-0.12,0.32
CCCc1nc(SCc2ccccn2)c2c(=O)n(C)c(=O)n(C)c2n1,-1.4,890,-4%,1.1,-0.5,1223,i,3.8,·,·,i,14,3.5,1.6,5.1,-0.73,-0.24,-0.36,0.58
COc1ccc(Cl)cc1NC(=O)NC(C)c1ccncc1 (stereo not drawn),-0.53,1404,13%,1.1,-1.6,1039,i,1.5,-1,780,i,28,4.6,4.2,4.8,2.3,-0.16,1.2,-0.88
COc1ccc(CSCC(=O)N/N=C/c2ccccc2OCc2ccccc2)cc1,0.52,892,5%,1.1,2.8,1223,i,1.7,-1,717,i,43,1.3,1.0,5.8,-0.13,-0.22,0.13,0.18
COc1ccc(OC)c(C(=O)c2coc3ccc(O)cc23)c1,0.5,1227,11%,1.1,-4.2,955,i,0.9,·,·,i,5,6.8,4.9,0.9,-0.78,-0.33,-0.13,0.58
NNC(=S)Nc1ccc(OC(F)(F)F)cc1,0.41,980,·,·,1.4,1262,i,0.6,6,738,i,57,·,·,·,0.86,-0.21,0.9,-0.33
Cc1ncsc1C(=O)N1N=C2/C(=C/c3ccc(N4CCOCC4)cc3)CCCC2C1c1ccc(N2CCOCC2)cc1 (stereo not drawn),-1,931,14%,1.1,-0.6,994,i,1.0,·,·,i,21,3.2,0.7,4.6,0.16,-0.15,0.38,0.46
CCCNS(=O)(=O)c1ccc(OCC(=O)Nc2ccccc2F)cc1,·,·,-1%,1.1,-2.3,1229,i,1.0,16,724,i,25,3.1,2.2,16,2.3,-0.22,1.5,-1.3
